NPY-Y1 antag = NPY-Y1 receptor antagonists, primary screen, cell-based; HEK293-CNG Y1 cells, membrane potential fluorescence; NPY at EC95, then isoproterenol; inhibition, % at 3.6 µM; actives 1% (n = 200,000);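 active = inhibition above the campaign mean inhibition of all tested compounds plus 3 SD, cut at about 20% in these data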;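 note: 0% = DMSO wells given NPY plus isoproterenol and 100% = isoproterenol alone without NPY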
Target sequence (P25929 whole entry, looked up): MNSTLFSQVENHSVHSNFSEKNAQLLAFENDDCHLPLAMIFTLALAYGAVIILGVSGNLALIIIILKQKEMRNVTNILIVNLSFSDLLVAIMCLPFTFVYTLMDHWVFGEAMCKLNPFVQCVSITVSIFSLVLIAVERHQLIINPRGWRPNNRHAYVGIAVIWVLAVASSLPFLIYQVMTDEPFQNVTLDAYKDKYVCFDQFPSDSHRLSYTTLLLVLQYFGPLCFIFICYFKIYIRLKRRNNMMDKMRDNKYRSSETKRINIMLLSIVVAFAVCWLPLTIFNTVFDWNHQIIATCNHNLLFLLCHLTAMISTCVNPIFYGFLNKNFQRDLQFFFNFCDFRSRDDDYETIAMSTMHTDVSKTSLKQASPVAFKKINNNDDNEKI
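Test system – HEK293 Y1/CNG channel cell line · Also added – NPY agonist 25 nM, then isoproterenol 1 µM plus Ro 20-1724 25 µM · Compound dosing – one concentration, 3.6 µM, in 0.4% DMSO · Schedule – compound incubation 1 h at room temperature, readout 45 min post-stimulation · Technique – fluorescence, membrane potential probe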
Runt-SMMHC FRET = inhibitors of RUNX1 Runt–CBFb-SMMHC binding, primary screen, biochemical, FRET, Cerulean-Runt, Venus-CBFb-SMMHC, uHTS; Runt-related transcription factor 1 (Homo sapiens) + Core-binding factor subunit beta …; Cerulean-Runt/Venus-CBFb-SMMHC FRET ratio 530/480, 1 h; inhibition, % at 20 µM; actives 0.74% (n = 220,000);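 active = mean inhibition across duplicate retests at 20 µM reaching about 50%, limit read from the data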;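 note: 0% = DMSO wells and 100% = wells with excess untagged CBFb-SMMHC; inhibitors lower the FRET ratio by blocking Runt binding to CBFb-SMMHC; some results filed as inactive read as strong as hits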
Runt-CBFb FRET = inhibitors of RUNX1 Runt–CBFb binding, primary screen, biochemical, FRET, Cerulean-Runt, Venus-CBFb, uHTS; Runt-related transcription factor 1 (Homo sapiens) + Core-binding factor subunit beta …; Cerulean-Runt/Venus-CBFb FRET ratio 530/480, 1 h; inhibition, % at 20 µM; actives 0.46% (n = 220,000); AID 1496, 2009;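 active = inhibition over about 50% at 20 µM in the single-dose screen, limit read from the data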;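 note: 0% = DMSO wells and 100% = excess unlabeled CBFb competitor control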
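Reagent – Venus-CBFb binding partner, 100 nM · Assay system – Cerulean-tagged RUNX1 Runt domain (FRET donor) fusion protein · Input – 100 nM per protein · Incubation – two 1 h room-temperature incubations shielded from light · Measured by – FRET fluorescence · Medium – Tris buffer pH 7.5 with salts and BSA · Benchmarks – unlabeled CBFb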
NPY2 pot ag = NPY-Y2 potentiators or agonists, primary screen, cell-based. Neuropeptide Y receptor type 2 (Homo sapiens), P49146. cells expressing NPY-Y2, potentiator/agonist read-out. activation, % at 3.6 µM. actives 0.45% (n = 220,000); in the data active = activation above about 27%;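 note: cells stimulated with NPY near EC25 plus isoproterenol at EC100; 0% = vehicle plus submaximal agonist and 100% = vehicle plus saturating agonist; some results beyond the cut were filed as inactive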
RBBP9 inhibitor = human RBBP9 inhibitors, primary screen, biochemical, fluorescence polarization, FP-Rh probe, HTS; actives 0.2% (n = 220,000); AID 1515, 2009; inhibition, % at 7.94 µM; Serine hydrolase RBBP9 (Homo sapiens), O75884; recombinant RBBP9;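 active = inhibition above the campaign mean of all tested compounds plus 3 SD, cut at about 14% in these data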;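 note: plate controls were DMSO wells with RBBP9 for no effect and wells lacking RBBP9 protein for full effect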
Target sequence (O75884 whole entry, looked up): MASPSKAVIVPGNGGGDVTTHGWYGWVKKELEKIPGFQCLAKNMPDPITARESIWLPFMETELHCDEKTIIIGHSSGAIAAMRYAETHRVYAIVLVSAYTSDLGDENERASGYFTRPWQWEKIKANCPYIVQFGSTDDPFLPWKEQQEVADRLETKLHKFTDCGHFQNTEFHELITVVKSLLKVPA
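Test system: recombinant human RBBP9. Quantity: 2.5 µM RBBP9 dispensing solution, before mixing. Detection: FP readout at 525/598 nm. Reagent: Serine-hydrolase probe FP-Rh, 375 nM pre-mixing. Measure: % inhibition. Control set: DMSO-treated enzyme wells and wells lacking RBBP9. Buffer or medium: Tris-NaCl-Pluronic buffer, pH 8.0. Times: preincubation 30 min plus labeling 45 min at 25 °C.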
Hck Nef HTS = inhibitors of Nef-activated human Hck kinase, primary screen, biochemical, Z-Lyte FRET, 384-well, Hck-YEEI. Tyrosine-protein kinase HCK (Homo sapiens), P08631. Recombinant Hck-YEEI plus Nef, Z-Lyte FRET kinase assay. inhibition, % at 20 µM. actives 0.68% (n = 220,000). AID 463187, 2010;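 active = Hck-Nef kinase inhibition above about 50%, limit read from the data; inactive = inhibition below that limit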;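 note: 0% = DMSO with Hck plus Nef and 100% = Hck alone without Nef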
NPY-Y1 PAM-ag = NPY-Y1 receptor potentiators or agonists, primary screen, cell-based; activation, % at 3.6 µM; actives 0.37% (n = 220,000); AID 1304, 2008; NPY-Y1 expressing cells, potentiator/agonist activation; in the data active = activation above about 33%, passing the limit was not always enough;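 note: cells stimulated with NPY at EC10 then isoproterenol at EC100; 0% = low agonist plus stimulus and 100% = saturating agonist plus stimulus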
MDM2 E3 inh = MDM2-luciferase reporter signal enhancers, primary screen, MDM2 E3 ligase inhibitor project, cell-based, luminescence, 1536-well; cell-based MDM2 ubiquitination luciferase reporter, 2 h; 0 = plate control, 100 = twice control, blank-subtracted; signal enhancement, % at 5 µM; actives 0.11% (n = 210,000);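 active = signal enhancement of 30% or more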;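 note: luminescence tracks abundance of the self-degrading MDM2-luciferase fusion protein; higher signal means inhibition of MDM2 E3 ligase activity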
Target sequence (Q00987 whole entry, looked up, the tested form may be a part): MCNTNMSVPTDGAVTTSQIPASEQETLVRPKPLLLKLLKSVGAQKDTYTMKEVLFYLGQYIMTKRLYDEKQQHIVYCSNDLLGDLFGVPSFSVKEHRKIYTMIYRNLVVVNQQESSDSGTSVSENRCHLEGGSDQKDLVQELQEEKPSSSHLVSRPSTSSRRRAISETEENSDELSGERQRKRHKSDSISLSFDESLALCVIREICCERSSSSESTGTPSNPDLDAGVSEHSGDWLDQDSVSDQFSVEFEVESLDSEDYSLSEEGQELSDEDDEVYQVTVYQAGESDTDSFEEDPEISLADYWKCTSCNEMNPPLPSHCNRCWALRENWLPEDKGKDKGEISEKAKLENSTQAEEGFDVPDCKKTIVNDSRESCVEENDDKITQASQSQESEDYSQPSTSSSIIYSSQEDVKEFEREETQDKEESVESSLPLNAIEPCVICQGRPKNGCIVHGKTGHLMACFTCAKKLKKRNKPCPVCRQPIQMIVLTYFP
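Material: Stable MDM2–luciferase fusion reporter cells | Amount: 2000 cells seeded into each well | Dosing: One concentration, 5 µM, with 0.2% DMSO | Incubation: 4 h cell settling then 2 h compound exposure, 37 °C | Measured by: Luciferase luminescence | Read-out basis: % enhancement relative to plate controls after blank subtraction | Benchmarks: Control and blank well means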
p97 ATPase inh = inhibitors of human p97 ATPase, primary screen, biochemical; Transitional endoplasmic reticulum ATPase (Homo sapiens), P55072; recombinant p97 ATPase, Kinase-Glo ATP luminescence, 3 h; inhibition, % at 8 µM; actives 0.42% (n = 220,000); in the data active = inhibition above about 15%;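 note: 0% = DMSO vehicle and 100% = wells lacking enzyme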
Starred values were filed as active, the others as inactive; x = no result given.

SMILES | NPY-Y1 antag | Runt-SMMHC FRET | Runt-CBFb FRET | NPY2 pot ag | RBBP9 inhibitor | Hck Nef HTS | NPY-Y1 PAM-ag | MDM2 E3 inh | p97 ATPase inh
O=C(Nc1ccccc1F)c1cc(S(=O)(=O)N2CCCCC2)cs1 | 1 | 0 | 1 | 22 | -7 | 1 | 18 | -9 | 3
COC(=O)c1[nH]c2cc(OC)ccc2c1NC(=O)c1c(F)cccc1F | x | -4 | -1 | 2 | -7 | -1 | -14 | -13 | -1
C=CCn1c(COc2ccccc2)nnc1SC(C)C(=O)N/N=C/c1cc(Cl)ccc1O (stereo unspecified) | 5 | 7 | 7 | -10 | -6 | 0 | -22 | 5 | -1
CCCNC(=O)Cn1c2ccccc2c2nc(=O)cc(C)n21 | 9 | -3 | 2 | -12 | -2 | 1 | -4 | -11 | 4
O=C(CN1C(=O)NC2(CCCCCC2)C1=O)NC1CC1 | 1 | -3 | -2 | 7 | 2 | -5 | 18 | -9 | 3
COC(=O)/C(=C/c1c[nH]c2ccccc12)NC(C)=O | 1 | 0 | 2 | -5 | -2 | 4 | 5 | 1 | 3
CCC(=O)N1CCc2cc(S(=O)(=O)NCCC(=O)N3CCN(c4ccccn4)CC3)ccc21 | 4 | -5 | 0 | 4 | -10 | -6 | -2 | 3 | -5
CCC(C)[C@H](NC(=O)NCCCOC(C)C)C(=O)OC (stereo partly specified) | x | -1 | 0 | 0 | -8 | 3 | 13 | -11 | -6
CC(=O)NC1=NN(C(C)=O)C(C)(c2ccc(C)o2)S1 (stereo unspecified) | 0 | -1 | 2 | -7 | -5 | 17 | 10 | -2 | -3
CCn1c2ccccc2c2nnc(SCC(=O)NCc3cccs3)nc21 | 3 | 1 | -2 | -11 | -6 | -1 | -22 | -23 | -3

Grouped by structure, the compounds so far with an aryl thioether with sulfur outside any ring.
SMILES | NPY-Y1 antag | Runt-SMMHC FRET | Runt-CBFb FRET | NPY2 pot ag | RBBP9 inhibitor | Hck Nef HTS | NPY-Y1 PAM-ag | MDM2 E3 inh | p97 ATPase inh
C=CCn1c(COc2ccccc2)nnc1SC(C)C(=O)N/N=C/c1cc(Cl)ccc1O (stereo unspecified) | 5 | 7 | 7 | -10 | -6 | 0 | -22 | 5 | -1
CCn1c2ccccc2c2nnc(SCC(=O)NCc3cccs3)nc21 | 3 | 1 | -2 | -11 | -6 | -1 | -22 | -23 | -3

More records
SMILES | NPY-Y1 antag | Runt-SMMHC FRET | Runt-CBFb FRET | NPY2 pot ag | RBBP9 inhibitor | Hck Nef HTS | NPY-Y1 PAM-ag | MDM2 E3 inh | p97 ATPase inh
COc1ccc2cc3c(N)nn(C(=O)c4ccccc4Cl)c3nc2c1 | x | -5 | 0 | 9 | 4 | 13 | 2 | -37 | 9
CCC1Sc2ccccc2N(CC(=O)NC2CCCC2)C1=O (stereo unspecified) | -2 | 2 | -2 | 4 | -3 | 5 | -15 | x | 1
O=S(=O)(Cc1ccccc1)c1nc2ccccc2n1Cc1ccccn1 | -1 | 0 | 0 | -5 | -5 | 6 | 4 | 0 | 2
CCn1nc(C)c([N+](=O)[O-])c1C(=O)NNC(=O)c1ccc(Cl)cc1 | x | 2 | 0 | -4 | -9 | -3 | -11 | -3 | -5
CC1Cc2nc(SCC(=O)NCc3ccco3)n(Cc3ccccc3)c(=O)c2S1 (stereo unspecified) | 2 | 4 | 1 | -14 | -6 | -3 | -4 | -14 | -5
CCCC(=O)Nc1nc(-c2ccccc2)c(CC)s1 | -1 | 3 | -2 | 9 | -2 | -13 | 4 | -2 | 2
Cc1cc2oc(=O)cc(CN3CCCCC3C)c2c(C)c1Cl (stereo unspecified) | -6 | 2 | -2 | 7 | -2 | 1 | 0 | -11 | 1
O=C(CCCSc1nc2ccccc2s1)NCc1ccco1 | -2 | -2 | -1 | -1 | -8 | 2 | -19 | -13 | 1
CCCn1nnnc1SCC(=O)N1CCN(C(=O)c2ccco2)CC1 | -6 | -2 | 1 | 11 | -11 | 0 | 3 | 5 | -2
Cc1cc(C)n2nc(C(=O)Nc3ccn(Cc4ccccc4C)n3)cc2n1 | x | -1 | -3 | 5 | -9 | 16 | -2 | -2 | 1
Cc1cc(=O)oc(C)c1C(=O)NCc1c(F)cc(F)cc1F | -2 | 13 | -2 | -16 | 1 | -1 | 3 | -9 | -1
O=C1CCC(=O)N(O)CCCCCNC(=O)CCC(=O)N(O)CCCCCNC(=O)CCC(=O)N(O)CCCCCN1 | x | 0 | 2 | x | x | -3 | x | -35 | x
Nc1ccc(Oc2ccc([N+](=O)[O-])cc2[N+](=O)[O-])cc1 | -4 | -4 | 3 | 15 | 0 | 4 | 11 | -14 | 0
O=C(NC(=S)Nc1ccccn1)c1ccc([N+](=O)[O-])cc1 | 0 | -2 | 0 | 12 | -7 | 1 | 12 | 13 | 2
COc1ccc(NS(=O)(=O)c2ccc(NS(=O)(=O)c3ccc(C)cc3)cc2)nn1 | 4 | 0 | 3 | -1 | -5 | -7 | 0 | -45 | 4
COc1ccc(/C=N/N=C2\CC3CCC2(C)C3(C)C)cc1O (stereo unspecified) | 5 | -4 | -1 | 7 | -4 | 7 | 3 | -22 | 1
COC(=O)C1=C(C)NC(=O)C1(NC(=O)c1ccncc1)C(F)(F)F (stereo unspecified) | 1 | 1 | 2 | 6 | -1 | -7 | 26 | -39 | 0
O=C(NNC(=O)c1sccc1-n1cccc1)c1cccc(Cl)c1 | 2 | -5 | -1 | -9 | -8 | 1 | -9 | 1 | 0
COc1ccc(N2CCN(Cc3cc(=O)oc4cc(-c5ccccc5)c(O)cc34)CC2)cc1 | -6 | -6 | 5 | 10 | -4 | 3 | 20 | -13 | 1
CC(=O)Nc1cccc(NC=C(C#N)C#N)c1 | -3 | 0 | 3 | -7 | -1 | 2 | -5 | 4 | 1

Looked up one by one from above, two records:
SMILES | NPY-Y1 antag | Runt-SMMHC FRET | Runt-CBFb FRET | NPY2 pot ag | RBBP9 inhibitor | Hck Nef HTS | NPY-Y1 PAM-ag | MDM2 E3 inh | p97 ATPase inh
COC(=O)C1=C(C)NC(=O)C1(NC(=O)c1ccncc1)C(F)(F)F (stereo unspecified) | 1 | 1 | 2 | 6 | -1 | -7 | 26 | -39 | 0
O=C(NC(=S)Nc1ccccn1)c1ccc([N+](=O)[O-])cc1 | 0 | -2 | 0 | 12 | -7 | 1 | 12 | 13 | 2

Structural class, the compounds so far containing a Cl atom (5)
SMILES | NPY-Y1 antag | Runt-SMMHC FRET | Runt-CBFb FRET | NPY2 pot ag | RBBP9 inhibitor | Hck Nef HTS | NPY-Y1 PAM-ag | MDM2 E3 inh | p97 ATPase inh
C=CCn1c(COc2ccccc2)nnc1SC(C)C(=O)N/N=C/c1cc(Cl)ccc1O (stereo unspecified) | 5 | 7 | 7 | -10 | -6 | 0 | -22 | 5 | -1
COc1ccc2cc3c(N)nn(C(=O)c4ccccc4Cl)c3nc2c1 | x | -5 | 0 | 9 | 4 | 13 | 2 | -37 | 9
CCn1nc(C)c([N+](=O)[O-])c1C(=O)NNC(=O)c1ccc(Cl)cc1 | x | 2 | 0 | -4 | -9 | -3 | -11 | -3 | -5
Cc1cc2oc(=O)cc(CN3CCCCC3C)c2c(C)c1Cl (stereo unspecified) | -6 | 2 | -2 | 7 | -2 | 1 | 0 | -11 | 1
O=C(NNC(=O)c1sccc1-n1cccc1)c1cccc(Cl)c1 | 2 | -5 | -1 | -9 | -8 | 1 | -9 | 1 | 0

(cont.)
SMILES | NPY-Y1 antag | Runt-SMMHC FRET | Runt-CBFb FRET | NPY2 pot ag | RBBP9 inhibitor | Hck Nef HTS | NPY-Y1 PAM-ag | MDM2 E3 inh | p97 ATPase inh
CCOc1ccc2nc(SCC(=O)c3ccc(Cl)s3)sc2c1 | 19 | -3 | 0 | -45 | -15 | 1 | -31 | -11 | -4
N=C1C(c2ccccc2)=C(O)CN1NC(=O)c1ccc(Cl)cc1 | -3 | 0 | -1 | 6 | -2 | -4 | 15 | 0 | 0
COc1ccc(OC)c(S(=O)(=O)Nc2ccccc2SC)c1 | -3 | 1 | -3 | -10 | -4 | -1 | -17 | -8 | -4
Oc1cc2c(cc1C(c1ccc(Cl)c(Cl)c1)N1CCCC1)OCO2 (stereo unspecified) | -7 | 22 | 8 | -5 | 0 | 70* | 17 | -17 | 8
COC(=O)C1SCC2C(=O)N(Cc3ccccc3)CC(=O)N21 (stereo unspecified) | 2 | -5 | 0 | -10 | -9 | 4 | -3 | -7 | -2
CCc1c(C)sc(NC(=O)C2CC2c2ccccc2)c1C(N)=O (stereo unspecified) | 9 | -3 | -1 | -29 | 4 | 1 | -20 | -9 | -8
C=CCN1C(=O)/C(=C\c2cccs2)C(C(=O)OC)=C1C | 11 | -1 | -1 | 7 | 11 | -1 | 1 | -3 | -5
Cc1ccc(Nc2nc(N)nc(CSC(=S)N3CCOCC3)n2)c(C)c1 | 1 | 2 | -1 | -7 | 5 | 2 | -11 | x | 4
Cc1cc(C)c2c(=O)n(CC(=O)N3CCC(N4CCCCC4)CC3)sc2n1 | -4 | 64* | -10 | -8 | 9 | 1 | -6 | -1 | -3
COc1ccc2c(c1)C1=NN(/C(C)=C\C(C)=O)C(c3ccccc3)C1CC2 (stereo unspecified) | 4 | 9 | -2 | -8 | -5 | 4 | -17 | -4 | -6
Cc1cc(NC(=O)COC(=O)[C@H](C)NC(=O)c2ccccc2)no1 | 4 | -4 | -2 | -6 | -3 | 0 | 17 | -11 | 2
Cc1ccc(-c2sc(-c3cccnc3)nc2CC(=O)O)cc1 | 1 | -6 | 0 | 6 | -3 | 4 | 1 | -21 | 0

From PubChem
